# Screening results (PubChem BioAssay)
# IEC-6 cytotox = IEC-6 cytotoxicity, counter-screen for KLF5 inhibitors | luminescence viability | actives 0.78% (n = 290,000) | inhibition, % at 5 µM; in the data active = inhibition above about 22%;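 note: 0% = plate median of test compound wells and 100% = cytotoxic reference compound wells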
# KLF5 inhibitor = suppresses KLF5 promoter-driven expression | DLD-1 KLF5 promoter-luciferase reporter, luminescence | inhibition, % at 5 µM | actives 0.23% (n = 290,000) | AID 1700;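 active = inhibition above a per-plate limit of that plate's mean compound inhibition plus 3 SD, cut at about 60% in these data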;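 note: 0% = DMSO wells and 100% = LY294002 at 200 µM; higher means less KLF5 promoter-driven luciferase light; inactives centre near -14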
# GSK3beta inhib = inhibitors of human GSK3beta kinase. actives 0.038% (n = 300,000). GST-GSK3beta kinase, ADP-Glo luminescence, 60 min; stronger effect = lower value. activity score (negative = inhibition), % at 10 µM. P49841. AID 2097;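 active = more than half of replicate wells score below -50%, meaning over 50% inhibition versus plate controls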;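 note: 0% = median DMSO wells and -100% = median GW8510 positive control wells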
# Target sequence (P49841 whole entry, looked up): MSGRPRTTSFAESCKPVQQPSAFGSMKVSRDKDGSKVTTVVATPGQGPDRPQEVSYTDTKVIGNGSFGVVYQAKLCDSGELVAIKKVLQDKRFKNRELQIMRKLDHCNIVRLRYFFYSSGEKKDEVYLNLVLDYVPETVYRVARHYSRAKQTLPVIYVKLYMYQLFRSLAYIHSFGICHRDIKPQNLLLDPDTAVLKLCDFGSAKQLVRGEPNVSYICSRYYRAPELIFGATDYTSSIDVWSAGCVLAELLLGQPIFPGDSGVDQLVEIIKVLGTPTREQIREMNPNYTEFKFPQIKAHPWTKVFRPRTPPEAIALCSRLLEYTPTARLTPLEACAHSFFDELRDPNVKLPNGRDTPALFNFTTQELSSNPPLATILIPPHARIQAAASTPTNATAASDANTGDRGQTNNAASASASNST
#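 Test system – GST-tagged human GSK3beta kinase, cell-free · Incubation – 60 min enzyme reaction, room temperature · Signal – ADP-Glo luminescence · Also added – peptide substrate and ATP at 25 µM · Controls – DMSO neutral wells and GW8510 at 20 µM as positive · Buffer or medium – Tris/MgCl2 kinase buffer · Measure – Luminescence-derived activity versus plate DMSO and GW8510 wells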
# aSyn UTR inh = 5' untranslated region of α-synuclein, MLPCN primary screen; alpha-synuclein 5'UTR reporter, inhibitor activity; inhibition, % (tested at 7.5 µM); actives 0.82% (n = 300,000); AID 1813; in the data active = inhibition above about 60%;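 note: H4 neuroglioblastoma cells stably carrying SNCA 5'UTR luciferase fusion; 0% = DMSO wells and 100% = positive control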
# HSP90 refold inh = inhibitors of HSP90 luciferase refolding in rabbit reticulocyte lysate | luciferase refolding luminescence, 3 h | inhibition, % at 5.6 µM | actives 0.91% (n = 290,000) | AID 1789;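 active = inhibition above the screen-wide mean plus 3 SD, computed separately per campaign, cut at about 16% in these data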;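 note: 0% = DMSO wells and 100% = 60 µM geldanamycin wells; inhibitors lower the luminescence because luciferase stays unfolded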
# HSF1 inhib = HSF1 inhibition. AID 2098. activity change, negative = inhibition, % at 7.5 µM (by protocol). NIH3T3-HGL HSE-luciferase, MG132-induced, luminescence 8 h; stronger effect = lower value. actives 0.77% (n = 300,000);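 active = more than half of replicate wells show activity change below -50%, luminescence cut by over half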;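 note: luciferase reports HSF-1 transcriptional activity via heat shock element; 0% = median of DMSO wells and -100% = zero luminescence signal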
# Platelet DG rel = modulates dense granule release in human platelets; human platelet-rich plasma, SFLLRN dense granule ATP release, luminescence; inhibition, %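 (compounds screened at 7.5 µM in platelet-rich plasma)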; actives 0.22% (n = 300,000); AID 1663;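 active = mean replicate score, as percent of positive control, at or above 50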
# GSK3A inh = inhibitors of human GSK-3 alpha kinase. ADP-Glo luminescence, 60 min. inhibition, % at 10 µM. actives 0.1% (n = 320,000);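 in the data active = inhibition above about 50%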;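 note: GST-tagged GSK-3 alpha with peptide substrate and 25 µM ATP; 0% = DMSO neutral wells and 100% = GW8510 positive control wells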
# Target sequence (P49840 whole entry, looked up): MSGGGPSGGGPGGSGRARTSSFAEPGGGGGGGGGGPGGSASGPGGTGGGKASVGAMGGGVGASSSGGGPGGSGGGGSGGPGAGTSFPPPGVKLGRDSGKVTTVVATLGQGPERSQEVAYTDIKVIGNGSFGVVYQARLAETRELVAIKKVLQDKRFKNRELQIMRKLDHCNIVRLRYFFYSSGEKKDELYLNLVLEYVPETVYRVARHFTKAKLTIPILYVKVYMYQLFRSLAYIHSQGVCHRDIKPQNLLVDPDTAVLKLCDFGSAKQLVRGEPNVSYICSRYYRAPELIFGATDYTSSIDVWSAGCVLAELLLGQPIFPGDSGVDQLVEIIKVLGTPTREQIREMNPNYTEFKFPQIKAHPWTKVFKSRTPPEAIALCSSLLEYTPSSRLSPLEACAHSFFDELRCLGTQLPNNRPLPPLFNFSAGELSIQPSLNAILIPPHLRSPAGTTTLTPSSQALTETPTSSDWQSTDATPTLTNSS
# HSF-1 act = increases HSF-1 driven luciferase reporter signal | actives 1.7% (n = 300,000) | AID 504408 | NIH3T3-HGL HSF-1 luciferase reporter, MG132, 8 h; 100% = twice DMSO control signal | activation, % at 9 µM;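 active = mean replicate activation of at least 50% with a set share of replicates each reaching 50%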;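 note: 0% = median of the neutral control wells and 100% = twice that signal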
# DYRK1A inh = blocks rat Dyrk1A kinase activity | Q63470 | AID 504441 | inhibition, % at 12.5 µM | ADP-Glo luminescence, NFATc1 peptide | actives 0.43% (n = 310,000); in the data active = inhibition above about 50%;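 note: plate controls were vehicle with enzyme for no effect and no enzyme for full effect; many of its hits are not listed in these tables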
# The depositor's hits bear a star; . = not tested or not shown. These rows are one share of the data (hit frequency here may not be typical).
SMILES,IEC-6 cytotox,KLF5 inhibitor,GSK3beta inhib,aSyn UTR inh,HSP90 refold inh,HSF1 inhib,Platelet DG rel,GSK3A inh,HSF-1 act,DYRK1A inh
CC(=O)c1ccc(NC(=O)[C@@H]2CCCN2C(=O)OC(C)(C)C)cc1,-9.2,-110.8,4.6,-94.5,-1.1,10.6,-2.3,0.2,25.6,2.7
Oc1ccc(/C=N/NC(=S)NCCN2CCOCC2)c(O)c1,0.0,1.0,-1.9,4.5,-0.7,3.0,5.7,0.9,-1.5,10.9
O=C(Cn1ccc([N+](=O)[O-])n1)NCC1CCCO1 (stereo not drawn),5.3,-21.7,4.0,-15.1,-1.9,-1.7,-3.0,1.6,0.6,0.5
Cc1cc(N2CCN(C3CCCC3)CC2)n2c(nc3ccccc32)c1C#N,4.7,-39.8,-3.6,0.7,-2.6,-3.4,14.6,2.4,4.6,-2.1
COc1ccc(C(CNC(=O)COc2cc(C)ccc2Cl)N2CCCCC2)cc1 (stereo not drawn),.,.,0.9,6.1,.,-0.1,-3.7,-1.5,-7.8,-13.9
Oc1ccc(C[C@@H]2CNCCN2CCC23CC4CC(CC(C4)C2)C3)cc1,.,.,4.2,-49.8,.,4.7,7.2,4.5,-14.6,5.4
CCC(=O)N1CCN(c2ccccc2NC(=O)COc2cccc(C)c2C)CC1,-3.1,-27.4,-4.6,7.7,-2.7,0.5,-5.2,1.5,-3.5,6.8
Cc1ccc(NC(=O)CSc2nnc(CNC(=O)c3ccccc3F)o2)cc1Cl,3.7,-27.7,.,10.9,-1.2,-5.4,0.7,-0.3,2.6,2.5
COc1ccc(C(=O)NCC(c2ccc(F)cc2)N2CCOCC2)cc1S(=O)(=O)N1CCCC1 (stereo not drawn),2.9,-2.7,5.5,15.6,5.3,-5.4,0.7,-0.6,-2.5,-2.1
COc1ccc2cc(C3(C)NC(=O)N(CC(=O)NCCC4=CCCCC4)C3=O)ccc2c1 (stereo not drawn),-1.7,12.3,-0.1,25.7,0.3,3.2,3.6,1.1,20.4,-7.0
CCOC(=O)c1cccnc1SCc1cc(=O)n2ccccc2n1,-0.8,7.4,-0.2,-44.0,-1.0,-1.7,4.3,-0.8,1.4,-1.0
O=C(Nn1cnnc1)c1ccc(Cl)cc1[N+](=O)[O-],6.1,-7.1,1.7,23.9,-3.0,-12.3,18.3,-2.7,-20.1,-3.2
CCS(=O)(=O)N1CCC(C(=O)NCC2CCCO2)CC1 (stereo not drawn),-3.2,-19.2,0.7,1.6,-0.6,0.6,0.8,0.5,1.5,-4.3
COc1cccc(CC(=O)OCC(=O)Nc2nnc(-c3ccccc3)o2)c1,.,.,1.3,8.3,.,0.1,34.2,-5.0,-5.0,-6.6
CC(NC(=O)c1cc(F)c(F)c(F)c1F)c1ccc(-n2ccnc2)cc1 (stereo not drawn),7.5,-7.1,-1.8,-14.4,-0.9,-5.7,15.7,-1.9,-8.5,-0.1
Cc1ccc(OCCCCNC(C)(C)C)c([N+](=O)[O-])c1,-1.1,-14.6,2.2,-2.8,2.7,-2.5,-2.0,-2.6,-7.3,1.1
Cc1ccsc1C(=O)OCC(=O)Nc1c(C)n(C)n(-c2ccccc2)c1=O,3.4,-15.5,1.2,19.6,-2.2,-6.8,-13.6,-0.7,2.5,6.2
CCOC(=O)c1c(C)n(C)c2cc(Br)c(OC)cc12,7.2,-15.1,3.1,17.0,4.2,4.1,0.7,-0.5,17.4,-1.4
O=C(c1cccc(NS(=O)(=O)c2ccc(F)c(F)c2)c1)N1CCN(C(c2ccccc2)c2ccccc2)CC1,-2.1,-8.1,2.6,14.0,-0.5,3.6,1.0,-0.5,6.5,-3.1
CC(=O)Nc1ccc(NC(=O)c2ccc(Cl)nc2)cc1,-10.8,22.2,-1.0,-13.7,-0.4,3.4,-4.2,0.8,-17.2,1.4

# Quoted at random: two records from the list
SMILES,IEC-6 cytotox,KLF5 inhibitor,GSK3beta inhib,aSyn UTR inh,HSP90 refold inh,HSF1 inhib,Platelet DG rel,GSK3A inh,HSF-1 act,DYRK1A inh
Cc1cc(N2CCN(C3CCCC3)CC2)n2c(nc3ccccc32)c1C#N,4.7,-39.8,-3.6,0.7,-2.6,-3.4,14.6,2.4,4.6,-2.1
CC(=O)Nc1ccc(NC(=O)c2ccc(Cl)nc2)cc1,-10.8,22.2,-1.0,-13.7,-0.4,3.4,-4.2,0.8,-17.2,1.4

# (continued)
SMILES,IEC-6 cytotox,KLF5 inhibitor,GSK3beta inhib,aSyn UTR inh,HSP90 refold inh,HSF1 inhib,Platelet DG rel,GSK3A inh,HSF-1 act,DYRK1A inh
CN(C)CCCN(C(=O)c1ccc(Br)s1)c1nc2cc3c(cc2s1)OCO3,0.6,-23.8,1.4,-15.4,3.0,-6.0,1.4,0.6,-18.0,0.1
Cc1oc(-c2ccccc2)nc1C(=O)Nc1nccs1,2.1,-7.0,1.7,-116.8,-3.3,9.1,-1.0,-2.4,12.2,-0.2
C/C(=N\NC(=O)c1c(Cl)cnn1C)c1ccc(NC(=O)c2ccc(Br)o2)cc1,4.3,-67.0,2.0,-116.3,-5.8,11.3,-0.3,.,8.8,-2.7
COc1cc(NC(=S)Nc2cccnc2)cc(OC)c1,2.4,-3.0,2.6,-1.5,0.4,-6.6,4.3,13.1,-19.9,-8.4
COC(=O)C1=C(C)N(C)C(=O)NC1c1c(O)ccc2ccccc12 (stereo not drawn),-6.7,-30.4,-2.1,15.6,0.9,-2.7,0.8,-1.3,4.1,-2.9
CC(=O)Oc1ccc(C(=O)NCc2ccc3c(c2)OCO3)cc1,2.7,-27.1,-2.2,8.1,-4.5,-3.0,9.7,-0.8,-28.8,.
COC(=O)C1=C(C)N(C)C(C)=C(C(=O)OC)C1c1ccccc1C,0.5,0.4,-4.4,6.7,-5.9,16.5,0.8,-3.7,14.9,-6.1
CCCNC(=O)NCCc1ccncc1,-3.9,-0.5,-1.8,9.6,4.7,-2.6,1.0,-0.8,1.2,5.4
O=C(O)c1cc(=O)n(Cc2ccccc2)c(=O)[nH]1,-0.8,-25.5,1.4,-4.4,0.2,-1.2,4.1,-2.1,0.6,-4.8
CC1(C)CC(=O)C=C(Nc2ccc3c(c2)CCC3)C1,5.7,1.7,4.6,5.4,1.6,1.8,0.4,0.6,19.0,.
Cc1cc(C)n(-c2nc3c(c(=O)n(C)c(=O)n3C)n2CCO)n1,-5.3,-27.9,1.8,-32.7,-0.1,1.2,-3.8,-1.0,4.7,-3.9
CC(C)C(NS(=O)(=O)c1ccc2c(c1)OCCO2)C(=O)NCCc1ccccn1 (stereo not drawn),-5.7,-5.5,3.4,16.0,2.8,-0.3,9.5,-1.5,-13.3,5.9
CC(=O)Nc1cccc(C(=O)NC(C)c2ccc(-n3ccnc3)cc2)c1 (stereo not drawn),0.6,8.6,.,6.3,3.5,-0.7,3.7,0.1,3.7,-4.7
Cc1ccc(S(=O)(=O)CC(O)COc2ccccc2C#N)cc1 (stereo not drawn),3.7,-31.1,0.1,-15.0,-0.5,-4.8,0.1,-2.3,-7.1,2.9
COc1cc2[nH]c(=O)n(CCC(=O)N3CCN(Cc4ccc5c(c4)OCO5)CC3)c(=O)c2cc1OC,3.2,-27.2,-1.1,3.6,4.4,-6.6,0.9,0.4,-7.0,9.9
COc1ccc(N2C(=O)CC(Sc3n[nH]c(-c4cccc(C)c4)n3)C2=O)cc1 (stereo not drawn),6.7,-56.6,-7.3,-26.7,2.3,2.2,-5.4,0.7,42.3,.
O=C(CN1CCC(NC(=O)c2ccc(Br)cc2)CC1)NCc1cccs1,-6.4,-17.3,-1.4,5.3,-3.2,.,13.5,2.9,.,0.7
Cc1cccc(N2CCN(C(c3ccccc3)c3nnnn3C(C)(C)C)CC2)c1C (stereo not drawn),-1.1,-27.7,0.5,-2.4,1.6,-4.0,-0.4,.,0.2,3.7
COc1ccc(N(CC(=O)NCc2ccco2)S(C)(=O)=O)c(OC)c1,-7.5,-11.7,1.9,11.6,0.1,-6.6,7.8,-1.6,-8.2,1.3
Cc1ccc2c(c1)N(CC(=O)N1CCC(O)CC1)C(=O)CO2,-4.4,-5.4,-4.3,7.1,-0.2,8.1,-5.1,.,41.4,-7.7
O=C(Nc1sc2c(c1C(=O)O)CCC2)c1ccc(F)cc1,6.4,9.1,2.9,-18.3,-1.5,-1.5,0.0,-1.9,4.1,0.3
Fc1ccccc1COc1ccc(Br)cc1CNCc1ccncc1,0.5,-9.8,-4.9,28.6,0.3,-31.8,-2.1,4.5,-36.2,-3.3
CSCc1ccc(C(=O)NCCSc2ccc(Br)cc2)cc1,-2.3,-101.7,3.7,-96.2,-5.7,-1.2,-23.6,4.9,-18.0,-2.4
Cc1ccc(Cl)cc1NC(=O)C1CCCN1S(=O)(=O)c1ccc(-c2ccc(=O)[nH]n2)s1 (stereo not drawn),3.9,-1.1,-3.6,13.2,-1.2,11.0,1.6,-10.8,3.9,-1.8
COc1ccc(NC(=O)CSc2c(C)n[nH]c2C)cc1,-0.2,-17.8,-5.3,-15.1,2.3,-2.2,-10.1,-3.2,-1.9,6.6
CCOc1ccc(-n2c(Cc3cc(=O)[nH]c(=O)[nH]3)nnc2SCC(N)=O)cc1,3.0,8.4,-1.6,14.2,1.3,-6.9,0.1,-2.5,4.1,-6.5
O=C(NCCc1ccccc1)c1ccc2c(c1)S(=O)(=O)c1ccccc1C2=O,.,.,-1.5,15.4,.,2.4,-1.3,0.8,-13.1,-0.2
COc1ccc(Cl)cc1NC(=O)CN1c2ccccc2CC1C (stereo not drawn),-3.4,-4.5,0.8,16.4,2.7,-21.2,0.2,-0.2,-22.3,-6.7
Cc1ccc(C)c(OCCC(=O)OCC(=O)NC(=O)NCc2ccccc2)c1,.,.,1.9,2.5,.,-6.8,-9.7,-2.0,-2.7,.
CCn1c(SCC(=O)O)nnc1-c1cccnc1,6.5,-32.3,8.0,-7.8,3.1,-7.8,5.3,-0.2,-0.3,0.3
NS(=O)(=O)c1ccc(N/C=C\C(=O)c2cccc3ccccc23)cc1,-7.1,-36.8,1.4,-65.3,4.9,5.4,-5.8,0.0,17.0,-2.8
Nc1nonc1-n1nnc(C(=O)N/N=C/c2cccc(Cl)c2)c1-c1cccs1,-0.1,-9.8,-2.4,17.8,0.2,-4.7,1.9,29.4,14.3,36.1
Cc1ccc(C(=O)N/N=C/c2ccc(-c3cccc(Cl)c3)o2)cn1,4.8,-22.2,-1.4,-54.3,1.0,-1.1,0.1,-17.9,4.3,10.0
CCC1CCCCN1Cc1nc2c(c(=O)n(C)c(=O)n2C)n1CC(C)C (stereo not drawn),.,.,-0.3,3.5,.,-6.4,0.2,-1.0,4.1,0.3
CC(C)OC(=O)Nc1ccc2c(c1)N(C(=O)CCN1CCN(CCO)CC1)c1ccccc1CC2,1.4,-16.4,1.3,-6.6,-1.4,0.7,0.1,-0.2,4.7,14.9
O=C(NC1=NCCS1)c1ccccc1Br,.,.,4.8,19.0,.,-3.1,2.4,-1.7,4.2,.
O=C(Oc1ccccc1C(=O)Nc1ccccc1)c1ccccc1Br,7.5,-49.4,-2.3,12.2,-5.0,-21.0,5.4,-1.1,-37.0,4.2
Cc1noc(C)c1COC(=O)c1cc(=O)[nH]c2ccccc12,-3.4,-39.9,.,.,3.5,.,.,1.5,.,-2.7
